# Compound activity (PubChem)
# M. tuberculosis GlmU = inhibition of mycobacterial GlmU enzyme – biochemical, glucosamine-1-phosphate acetyltransferase (AID 1376) | M. tuberculosis GlmU acetyltransferase enzyme assay; higher % means a stronger effect | inhibition, %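 (tested at 30 µM in the primary screen)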; hits with a dose series show IC50 in µM | 0.25% of 220,000 active; in the data active = inhibition above about 13%;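 also: 0% = complete reaction with vehicle and 100% = reaction without substrate; strong numbers were not always called active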
# RmlCD inh 1536 = inhibitors of Mycobacterium tuberculosis RmlC and RmlD coupled enzymes. inhibition, % at 3.6 µM. RmlC+RmlD coupled enzyme assay, percent inhibition; primary screen in compound mixtures. 0.03% of 160,000 active. P9WH09+P9WH11; in the data active = inhibition mostly above about 34%, no sharp cut-off; also: some results filed as inactive read as strong as hits
# Target sequence (P9WH09 whole entry, looked up): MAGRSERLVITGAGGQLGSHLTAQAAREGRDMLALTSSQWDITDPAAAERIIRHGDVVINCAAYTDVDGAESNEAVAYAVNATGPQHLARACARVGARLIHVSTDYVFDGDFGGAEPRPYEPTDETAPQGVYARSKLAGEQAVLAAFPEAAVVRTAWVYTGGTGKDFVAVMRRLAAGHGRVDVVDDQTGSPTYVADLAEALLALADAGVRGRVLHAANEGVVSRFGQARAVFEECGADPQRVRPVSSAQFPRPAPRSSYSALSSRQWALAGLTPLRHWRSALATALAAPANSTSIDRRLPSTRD
# Target sequence (P9WH11 whole entry, looked up): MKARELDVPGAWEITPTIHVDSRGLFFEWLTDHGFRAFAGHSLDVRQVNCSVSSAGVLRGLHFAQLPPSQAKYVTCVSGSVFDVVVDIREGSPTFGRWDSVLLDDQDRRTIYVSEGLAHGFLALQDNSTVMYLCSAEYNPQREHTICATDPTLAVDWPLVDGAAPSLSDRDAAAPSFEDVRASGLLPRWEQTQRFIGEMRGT
# An asterisk follows results filed as active; nt = not tested or not shown.
SMILES,M. tuberculosis GlmU,RmlCD inh 1536
CC1(C)CC(=O)C(C=NCCN2CCN(C(=S)NC3CCCCC3)CC2)=C(O)C1,0.3%,-1.0
CC(C)(C)OC(=O)N1CCC(c2cc(=O)n3[nH]cc(C(=O)NC4CCCC4)c3n2)CC1,3.4%,3.7
O=C(NCc1ccc(F)cc1)C1CCN(c2cnccn2)CC1,-9.9%,-9.9
O=C(CCCc1ccccc1)NCc1cn2ccsc2n1,5.8%,nt
O=C1CCCC2=C1C(c1cccs1)Nc1ccc3ncccc3c12 (stereo unspecified),4.8%,nt
CC(=O)Nc1cccc(NC(=O)Nc2ccc(C)c(Cl)c2)c1,-5.5%,-11.0
Cc1ccccc1-c1nc(S(=O)(=O)c2ccc(Cl)cc2)c(NCCN2CCOCC2)o1,-2.4%,2.8
C=CCNc1nc(-c2sc(NC(=O)CC)nc2C)cs1,-4.4%,nt
CCOC(=O)C1(CC2CCCCO2)CCN(C(=O)Nc2ccccc2CC)CC1 (stereo unspecified),-2.6%,8.7
Cc1nc(S(=O)(=O)N(C)c2ccccc2)c(C#N)c(C)c1Cl,-3.8%,1.6
COc1cc2c(cc1OC)C(c1cccnc1)CC(=O)N2 (stereo unspecified),-7.3%,nt
CNS(=O)(=O)c1cccc(C(=O)OCC(=O)Nc2ccc(OC)cc2[N+](=O)[O-])c1,4.5%,-6.5
COc1cc2c(cc1NC(=O)COC(=O)[C@@H](NC(=O)c1ccccc1F)C(C)C)oc1ccccc12,4.9%,8.3
C=CCOC(=O)C1=C(C)N=c2s/c(=C3\C(=O)N(CC(=O)O)c4ccccc43)c(=O)n2C1c1ccc(OC)cc1 (stereo unspecified),4.5%,3.8
CCC(C)OC(=O)c1cc(C)nc2c(Br)cc(Br)cc12 (stereo unspecified),-1.3%,-9.5
O=C(OCCN=C1NS(=O)(=O)c2ccccc21)c1ccccc1,-1.5%,-4.5
O=C(NCCCN1CCN(Cc2ccccc2Cl)CC1)Nc1ccccc1,1.6%,21.2
Cc1cccc(-n2c(=S)[nH]c3nc4c(cc3c2=O)COC(C)(C)C4)c1,nt,-2.1
NC(=O)c1c(NC(=O)C2c3ccccc3Oc3ccccc32)sc2c1CCCCC2,10.1%,3.0
Cc1cccc(/C=N/NC(=O)CN2CCCCCCC2)c1,8.5%,nt
COc1ccc(-n2nc(C(=O)NCc3ccco3)c3ccccc3c2=O)cc1,-0.4%,4.4
CC(=O)OC1CC(n2ccc(NC(=O)c3ccccc3)nc2=O)OC1CO (stereo unspecified),-0.9%,nt
Fc1ccc(C2c3cccn3CCN2C(=S)Nc2cccc(F)c2)cc1 (stereo unspecified),7.9%,5.3
O=C(Cc1c[nH]c2ccccc12)NCc1ccc2c(c1)OCO2,7.2%,11.1
CCCCC(=O)N/C(N)=N/c1nc2ccccc2o1,5.5%,7.7
# (continued)
SMILES,M. tuberculosis GlmU,RmlCD inh 1536
CCOc1ccc(NC(=O)CN2CCC(n3cnc4cc(F)ccc43)CC2)cc1,-4.0%,nt
COc1ccccc1CC(=O)NCC1CCCO1 (stereo unspecified),0.2%,nt
CCOC(=O)CSc1nc(-c2ccc3c(c2)OCO3)ccc1C#N,0.0%,14.0
CCOC(=O)CN1C(=O)S/C(=C/c2cc(C)n(C)c2C)C1=O,0.1%,nt
CC(=O)Nc1ccc(S(=O)(=O)N2CCCCC2C(=O)O)cc1 (stereo unspecified),-6.6%,-13.1
Cc1nn(-c2ccccn2)c2c1C(=O)C(Br)CC2 (stereo unspecified),-1.3%,-10.7
N[C@@H](Cc1ccccc1)c1nnc(SCc2ccccc2F)o1,-0.1%,15.5
FCCCOc1ccc(/C=N/OCc2ccc(Cl)cc2Cl)cc1,0.1%,nt
CCOC(=O)c1c(NC(=O)CC2Sc3ccc(C(F)(F)F)cc3NC2=O)sc(C)c1C (stereo unspecified),2.9%,26.6
CC(=O)N1CCN(Cc2nc3cc(NC(=O)c4ccccc4C)ccc3n2C)CC1,-5.2%,nt
Cc1cccc(C(=O)Nc2ccccc2C(=O)OCc2c(C)noc2C)c1,2.1%,15.2
Cc1nnsc1-c1c(C(=O)O)c(C)nn1-c1ccc(OC(F)(F)F)cc1,-4.0%,0.5
COc1cc(S(=O)(=O)Nc2ccc(C)cc2)ccc1N=Cc1c(C)[nH]n(-c2ccc(C)cc2)c1=O,2.3%,0.4
Cc1cc(C)c(NC(=O)c2ccccc2N(C)S(C)(=O)=O)c(C)c1,2.9%,0.0
C#CCSc1nc(Cc2ccc(Cl)cc2)nc2ccccc12,3.7%,nt
O=C(O)c1csc(-c2ccccc2)n1,0.5%,nt
Cn1cccc1CNCCc1ccccc1,-2.3%,nt
COc1cc(/C=N/N2C(=O)C3C4c5ccccc5C(c5ccccc54)C3C2=O)ccc1O (stereo unspecified),2.9%,16.5
Cn1c(NCc2ccccc2)cc(=O)n(C)c1=O,-6.7%,-263.2
COc1c(Cl)cc(Cl)cc1C(=O)Nc1ccc(NC(C)=O)cc1,-5.0%,2.2
N#C/C(=C\c1ccc(F)cc1F)S(=O)(=O)c1ccccn1,-2.6%,nt
O=S(=O)(NC1CCCC1)c1ccccc1Br,-2.6%,nt
O=C(c1cc2ccccc2o1)N1CCCCCC1,-1.4%,-8.2
COCCN(C(=O)Cn1nnc2ccccc21)C(C(=O)NC1CCCC1)c1cc(OC)ccc1OC (stereo unspecified),-1.7%,-0.2
CCOC(=O)C(NC(=O)c1ccccc1F)(Nc1cc(C)on1)C(F)(F)F (stereo unspecified),-0.5%,nt
# Next section
SMILES,M. tuberculosis GlmU,RmlCD inh 1536
C=CCSc1nnc(COc2ccc(=O)n(-c3ccccc3)n2)n1CC,1.4%,53.3
COc1ccc(N(CC(=O)N2CCN(c3ccc(Cl)cc3)CC2)S(=O)(=O)c2c(C)n[nH]c2C)cc1,-2.2%,3.4
Cc1ccccc1-c1nc(-c2ccccn2)no1,1.4%,-2.7
O=C(O)CCCC(=O)Nc1ccc(N2CCCC2)cc1,-2.4%,-4.8
Cc1cc2ccccc2c(=O)n1CC(=O)NCC(=O)N1CCCC(C)C1 (stereo unspecified),6.5%,nt
CC1CCc2[nH]c3ccc(C(=O)NCCCOC(C)C)cc3c2C1 (stereo unspecified),0.8%,15.9
COc1ccc(OC)c(NS(=O)(=O)c2ccc3c(c2)n(C)c(=O)n3C)c1,5.2%,nt
CN(C)c1ccc(CNCCC2(O)CCOC(C)(C)C2)cc1 (stereo unspecified),-3.5%,-24.8
O=C(Nc1cccnc1)c1noc2c1CCCC2,-1.7%,15.6
Cc1ccc(NC(=O)CCNS(=O)(=O)c2cc(Br)cnc2N)cc1Cl,2.7%,nt
CO/N=C/NC(=O)c1cn(-c2ccc(F)cc2)c(=O)c2ccccc12,0.3%,0.4
Cc1cc(NC(=O)c2ocnc2C)no1,4.3%,nt
Cc1ccccc1OCC(O)Cn1c(N2CCN(c3ccccc3)CC2)nc2c1c(=O)[nH]c(=O)n2C (stereo unspecified),2.0%,nt
CCOC(=O)c1c(NC(C)=O)no[n+]1[O-],6.4%,-2.2
C=CCSc1nccc(-c2nn(-c3ccc(C)cc3)ccc2=O)n1,5.5%,2.2
COc1ccccc1-n1cc(CN2CCCC(CO)(Cc3cccc(Cl)c3)C2)cn1 (stereo unspecified),4.1%,-9.1
CC(C)(C)n1nnnc1C(c1ccncc1)N(Cc1ccccc1)Cc1ccco1 (stereo unspecified),0.5%,-9.2
CC(=O)NCCC(=O)N1CCCC(CNC(=O)c2ccc(-c3ccccc3)cc2)C1 (stereo unspecified),-4.9%,5.8
Cc1ccsc1/C=c1\sc2ncnn2c1=O,-3.5%,9.7
O=C(N/N=C/c1ccco1)C(O)c1ccccc1 (stereo unspecified),0.7%,6.3
COC(=O)CNC(=O)CSc1nc(N)cc(=O)[nH]1,-5.7%,13.7
COc1cccc(NC(=S)Nc2cc(C(=O)O)ccc2N2CC3CC(C2)c2cccc(=O)n2C3)c1 (stereo unspecified),7.5%,-14.4
C=CCc1ccc(OCCOCCOc2cccc3cccnc23)c(OC)c1,3.3%,5.2
CCOc1ccc2nc3sc(C(=O)N4CCOCC4)c(N)c3cc2c1,6.6%,7.5
O=C(CSCc1c(Cl)cccc1Cl)Nc1ccccc1C(=O)N1CCOCC1,-1.4%,nt
# (continued)
SMILES,M. tuberculosis GlmU,RmlCD inh 1536
COc1ncccc1C(=O)N1CCCC(C(=O)c2cccc(OC(C)C)c2)C1 (stereo unspecified),-0.3%,-8.0
CC(C)n1cc(CN2CCCC(CO)(Cc3cccc(Cl)c3)C2)cn1 (stereo unspecified),-1.8%,3.7
Cc1ccc(N2CC(C(=O)NCc3cccs3)CC2=O)cc1 (stereo unspecified),0.2%,nt
CCN(CC)C(=O)CCCc1c[nH]c2ccccc12,-4.3%,11.7
COc1ccc(-n2nc3cc(C)c(NC(=S)NC(=O)c4ccccc4C)cc3n2)cc1,0.3%,2.8
OCC(CO)(CO)N=Cc1cc(Br)ccc1O,8.0%,16.4
CCOc1ncccc1C(=O)OCC(=O)Nc1c(C)cc(C)cc1C,-6.2%,nt
COc1ccc(OCCn2c(C)c(/C=N/n3cnnc3)c3ccccc32)cc1,-2.0%,103.2
CCCCn1c(NCc2ccc(N(C)C)cc2)nc2ccccc21,nt,8.8
C#CCN1CCN(c2cccc(C(F)(F)F)c2)CC1,-1.1%,5.2
C=CCn1c(CCC)nc2ccccc21,7.7%,2.1
CCOc1ccc(-c2nc(CSc3nnc(C)s3)cs2)cc1OC,-2.1%,-6.6
CCOc1cc(C(=O)N2CCN(c3ccccc3)CC2)cc(OCC)c1OCC,-2.1%,6.8
Nc1nnc(-c2ccccc2[N+](=O)[O-])o1,-0.1%,3.6
O=[N+]([O-])c1ccc(Cl)c(/C=N/n2c(-c3cccnc3)n[nH]c2=S)c1,-1.5%,nt
Cc1ccc(CCNC(=O)C2CCCN(S(=O)(=O)c3cccc4nsnc34)C2)cc1 (stereo unspecified),1.2%,nt
O=C(c1ccccc1Sc1ccccc1[N+](=O)[O-])N1CCCCC1,-3.3%,nt
Cc1ccc(/C=N/n2c(C3CCCCC3)n[nH]c2=S)s1,0.5%,-7.3
CC(=O)N1C(=O)/C(=C2\SC(=S)N(NC(=O)c3ccc(O)cc3)C2=O)c2ccccc21,7.5%,0.4
Cc1ccccc1-c1noc(-c2ccc(O)cc2)n1,-0.7%,nt
COc1ccccc1C(=O)NCCN1CCN(C(=O)c2ccccc2OC)CC1,5.8%,-5.2
O=C1CCc2cc(S(=O)(=O)N3CCC(C(=O)Nc4nccs4)CC3)ccc2N1,5.3%,3.9
CCOC(=O)c1ccccc1NC(=O)Cc1ccccc1OC,-2.2%,nt
Cc1cc(C(=O)NNc2ccc(F)cc2F)no1,2.0%,-1.0
CCOc1ccc2c(c1)c1nnc(SCC(=O)N3CCC(C)CC3)nc1n2C,2.4%,10.4

# Sorted by SMILES length (ascending): some entries from above
SMILES,M. tuberculosis GlmU,RmlCD inh 1536
Cc1cc(C(=O)NNc2ccc(F)cc2F)no1,2.0%,-1.0
CCN(CC)C(=O)CCCc1c[nH]c2ccccc12,-4.3%,11.7
CCOC(=O)c1ccccc1NC(=O)Cc1ccccc1OC,-2.2%,nt
CCCCn1c(NCc2ccc(N(C)C)cc2)nc2ccccc21,nt,8.8
CC(C)n1cc(CN2CCCC(CO)(Cc3cccc(Cl)c3)C2)cn1 (stereo unspecified),-1.8%,3.7
O=[N+]([O-])c1ccc(Cl)c(/C=N/n2c(-c3cccnc3)n[nH]c2=S)c1,-1.5%,nt
CC(=O)N1C(=O)/C(=C2\SC(=S)N(NC(=O)c3ccc(O)cc3)C2=O)c2ccccc21,7.5%,0.4

# Later entries:
SMILES,M. tuberculosis GlmU,RmlCD inh 1536
O=c1[nH]c2c(cnn2-c2ccc(Cl)cc2)c(=O)n1-c1cccc(Cl)c1,6.2%,-9.4
CC(C)(C(=O)Nc1nccs1)c1ccccc1,-5.6%,-8.0
Cc1cc(N/C=C(\C#N)S(=O)(=O)c2ccccc2Cl)nc(C)n1,-1.7%,-9.5
CC1=C(/C=C/c2ccccc2)CCN(C)C1,3.7%,-1.4
COCCn1c(N)c(C(=O)OCc2ccccc2)c2nc3ccccc3nc21,17.5%,2.3
COc1ccc(C(=O)ON=C2C=C(C)C(=O)C(C)=C2)cc1,-2.8%,nt
O=C(CN1C(=O)c2ccccc2S1(=O)=O)NCCSC1CCCCC1,-2.0%,nt
CCCCOCP(=O)(CCCC)COCCCC,-0.6%,nt
CN(C)/C=C(/C(=O)c1ccc(Cl)c(Cl)c1)c1nnnn1-c1ccccc1,2.4%,7.7
N=C1C(c2ccccc2)=C(O)CN1c1ccc2c(c1)OCO2,1.3%,nt
Cc1ccc(C(=O)Oc2ccc(-c3nccc(-c4ccccn4)n3)cc2)cc1,1.5%,2.0
COc1cc(C(=O)Oc2ccccc2)ccc1OCc1c(C)noc1C,-4.8%,nt
CCn1ncc(N(C)N)c(Cl)c1=O,-0.9%,-2.1
O=C(CC1SC(=NCC2CCCO2)NC1=O)Nc1cc([N+](=O)[O-])ccc1Cl (stereo unspecified),2.0%,3.8
CSc1ccc(C(=O)C2CCCN(C(=O)c3ccc4c(c3)no[n+]4[O-])C2)cc1 (stereo unspecified),3.1%,6.3
COc1ccc(S(=O)(=O)N2CCC(C(=O)Nc3cccc(C(C)=O)c3)CC2)cc1,-6.1%,nt
CN(C)C=NC(=O)c1cc(C(=O)c2ccc(Cl)cc2Cl)c[nH]1,-0.5%,4.0
O=C(O)c1ccc(CSc2ncnc3c2cnn3Cc2ccccc2)cc1,-6.5%,7.0
COc1ccccc1NC(=O)N(CCN1CCOCC1)Cc1cc2cc(C)cc(C)c2[nH]c1=O,0.8%,-10.3

# Another view of some results above:
N=C1C(c2ccccc2)=C(O)CN1c1ccc2c(c1)OCO2
  M. tuberculosis GlmU: 1.3%	RmlCD inh 1536: nt
Cc1ccc(C(=O)Oc2ccc(-c3nccc(-c4ccccn4)n3)cc2)cc1
  M. tuberculosis GlmU: 1.5%	RmlCD inh 1536: 2.0

# Some of the compounds tested (hit frequency here may not be typical).
